# CHRM1 PAM – human CHRM1 positive allosteric modulation; activation, % at 3 µM; P11229; hit rate 0.088% among 360,000; CHO-K1 hM1, Fluo-8 calcium fluorescence, ACh EC20; 0% = ACh EC20, 100% = maximal ACh; in the data active = activation above about 19%, passing the limit was not always enough
# Target sequence (P11229 whole entry, looked up): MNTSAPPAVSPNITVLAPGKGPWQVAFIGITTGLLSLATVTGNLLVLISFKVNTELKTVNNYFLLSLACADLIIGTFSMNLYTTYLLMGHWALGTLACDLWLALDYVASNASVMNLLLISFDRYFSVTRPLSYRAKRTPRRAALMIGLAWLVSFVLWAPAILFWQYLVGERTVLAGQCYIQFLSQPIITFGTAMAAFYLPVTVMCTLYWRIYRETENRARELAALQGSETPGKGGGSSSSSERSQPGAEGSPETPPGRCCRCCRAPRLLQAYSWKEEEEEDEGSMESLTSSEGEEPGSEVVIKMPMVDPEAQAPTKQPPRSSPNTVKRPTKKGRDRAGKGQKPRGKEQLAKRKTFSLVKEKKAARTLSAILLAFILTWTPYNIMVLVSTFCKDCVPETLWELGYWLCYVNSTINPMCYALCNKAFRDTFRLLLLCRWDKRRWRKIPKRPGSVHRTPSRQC
# CHRM4 agonist – agonists of human muscarinic M4 receptor (CHRM4). CHO-K1 hM4/Gqi5, Fluo-8 calcium fluorescence; vehicle 0%, full acetylcholine response 100%. hit rate 0.14% among 360,000. activation, % at 3 µM. P08173;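 active = activation above the run mean over all test wells plus 3 SD, cut at about 32% in these data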;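 also: peak over basal fluorescence ratio per well then scaled between controls; 0% = DMSO wells and 100% = acetylcholine at EC100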
# CHO-K1 Ca ag – counter-screen for M1 agonists: effect in parental CHO-K1 cells. hit rate 0.48% among 360,000. activation, % at 3 µM. AID 602248. Fluo-8 calcium fluorescence; scaled to maximal ATP response, vehicle zero; in the data active = activation above about 15%;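 also: untransfected CHO-K1 host cells lacking M1 receptor as counterscreen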
# M1 antag – human CHRM1 antagonism | P11229 | CHO-K1 hM1, Fluo-8 calcium fluorescence, ACh EC80 antagonist | inhibition, % at 3 µM | hit rate 1.3% among 360,000 | AID 588852;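 active = percent inhibition above its own plate's cutoff, namely the mean of that plate's compound wells plus 3 SD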;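 also: peak over basal fluorescence ratio during 140 s after agonist addition; 0% = ACh EC80 plus DMSO and 100% = DMSO alone without agonist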
# M1 ag – agonists of human M1 muscarinic receptor; hit rate 0.33% among 360,000; AID 588814; activation, % at 3 µM; CHO-K1 hM1, Fluo-8 calcium fluorescence, agonist mode; 0% DMSO, 100% acetylcholine EC100;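 active = activation above the run's mean compound activation plus 3 SD, cut at about 16% in these data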;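 also: peak over basal fluorescence ratio within a 140 s kinetic read after compound addition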
# OXTR potentiate – potentiators of human oxytocin receptor. activation, % at 3 µM. CHO-OTR cells, Fluo-8 calcium fluorescence, potentiator mode; 0% = oxytocin EC15, 100% = EC100. hit rate 0.061% among 320,000. P30559. AID 2445;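 active = activation above that plate's cutoff, the mean activation of tested compounds plus 3 SD, cut at about 6.6% in these data, passing the limit was not always enough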;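 also: 100% uses oxytocin at 75 nM as the full agonist control; some results filed as inactive read as strong as hits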
# Target sequence (P30559 whole entry, looked up): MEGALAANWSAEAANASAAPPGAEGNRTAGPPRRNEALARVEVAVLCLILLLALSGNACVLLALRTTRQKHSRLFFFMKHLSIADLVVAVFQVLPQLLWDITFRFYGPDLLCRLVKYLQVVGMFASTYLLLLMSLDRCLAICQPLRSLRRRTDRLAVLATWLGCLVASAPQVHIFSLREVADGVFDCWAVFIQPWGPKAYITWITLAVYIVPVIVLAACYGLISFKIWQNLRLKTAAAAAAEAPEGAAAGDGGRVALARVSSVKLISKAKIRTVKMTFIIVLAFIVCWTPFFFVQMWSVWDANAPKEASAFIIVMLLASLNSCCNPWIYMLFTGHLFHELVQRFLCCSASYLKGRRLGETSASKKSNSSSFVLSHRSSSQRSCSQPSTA
#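 Assay system: CHO-OTR cells, human receptor / Also added: oxytocin at about EC15, sub-maximal agonist stimulus / Dosing: single dose, 3.0 µM nominal final compound concentration / Incubation: 6 min pre-incubation, 100 s read / Technique: Fluo-8 calcium dye fluorescence / Read-out: % activation vs EC15 and EC100 oxytocin / Benchmarks: EC15 oxytocin low, 75 nM oxytocin high / Replicates: singlicate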
# CHRM4 antagonist – blocks acetylcholine activation of human M4 receptor | inhibition, % at 3 µM | hit rate 0.73% among 360,000 | AID 624125 | P08173 | CHO-hM4 cells, ACh EC80, Fluo-8 calcium fluorescence;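 active = inhibition above its plate's cutoff, the mean inhibition of sample wells plus 3 SD, cut at about 27% in these data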;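 also: 0% = acetylcholine EC80 with DMSO and 100% = DMSO without agonist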
# CHO-K1 Ca antag – nonselective inhibitor or artifact in parental CHO-K1 cells | ATP-induced calcium, Fluo-8 fluorescence | inhibition, % at 3 µM | hit rate 0.6% among 360,000 | AID 602250;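 active = inhibition above a per-plate cutoff, the plate's mean sample inhibition plus 3 SD, cut at about 24% in these data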;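 also: 0% = DMSO plus EC80 ATP and 100% = DMSO alone without ATP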
# CHO parental Ca – signal in parental CHO cells, OX1R antagonist counter-screen; parental CHO-K1, ATP-induced calcium, Fluo-8 fluorescence; inhibition, % at 5.6 µM; hit rate 0.63% among 330,000; AID 463079;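 active = inhibition above that plate's mean sample inhibition plus 3 SD, cut at about 26% in these data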;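 also: 0% = ATP-challenged DMSO wells and 100% = DMSO wells without ATP; some compounds past the cut are filed as inactive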
#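 material = parental CHO cells | also added = ATP as calcium-mobilizing challenge | dosing = single point at 5.6 µM | detection = intracellular calcium via Fluo-8 no-wash fluorescent dye | read-out = % inhibition | benchmarks = low control ATP plus DMSO, high control DMSO only | repeats = one well per compound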
# Active calls of the source: *; nt = no result given.
cpd	Molecule	CHRM1 PAM	CHRM4 agonist	CHO-K1 Ca ag	M1 antag	M1 ag	OXTR potentiate	CHRM4 antagonist	CHO-K1 Ca antag	CHO parental Ca
1	Cc1ccccc1C(=O)NCCn1cc(SCC(=O)NCC2CCCO2)c2ccccc21 (stereo not given)	2	8	3.6	-5	-1	-9	7	-4	-24
2	O=C1N=C(N2CCCC2C(=O)O)S/C1=C\c1ccco1 (stereo not given)	-4	10	3.2	2	-5	-5	-3	-6	5
3	FC(F)(F)c1cccnc1Oc1ccc(C2=NCCS2)cc1	1	6	2.1	-6	24*	-16	-2	-9	-11
4	COc1ccc(C2NC(=O)c3ccccc3N2)cc1OC (stereo not given)	-6	1	0.0	-19	-2	-8	5	22	6
5	CC(=O)Oc1ccc(-c2csc(Nc3ccc(Cl)cn3)n2)cc1	7	-1	0.4	-10	-4	-11	6	-3	-10
6	Cc1noc(C(=O)NCC2CCCO2)c1Cl (stereo not given)	14	2	0.0	-18	-1	0	-3	-2	-11
7	Cc1c(C(C)O)nnn1-c1nonc1N (stereo not given)	-2	0	0.5	6	-3	-7	6	0	3
8	COC(=O)CSc1ccsc1C(=O)O	7	0	0.6	5	-6	-1	4	-4	-1
9	COc1ccc(C(=O)NCCCNC(=O)c2cccnc2)cc1Br	-4	1	0.6	10	-2	-8	7	-3	-6
10	CCCCC/C=C/C1=CC(=O)C[C@H](c2ccc3c(c2)OCO3)C1	-1	0	-0.3	-1	-5	-4	1	-12	-21
11	Cc1c(C)c2ccc(Oc3ccc([N+](=O)[O-])cc3C(F)(F)F)c(C)c2oc1=O	1	0	-0.3	-18	-2	5	1	1	-1
12	O=C(Nc1nc2ccsc2c(=O)s1)c1ccc(F)cc1	13	1	1.0	-26	-2	-5	-5	-2	-10
13	Cc1cc(C)cc(NS(=O)(=O)c2ccc3c(c2)C(C)(C)C(=O)N3C)c1	14	3	0.8	-5	-1	-8	-5	-4	-9
14	Cc1nonc1CC(=O)NC1CCCc2c1cnn2-c1ccc(F)cc1F (stereo not given)	-1	4	3.9	0	-1	-7	-2	-3	-1
15	Cn1c(-c2cc(Br)ccc2O)n[nH]c1=S	1	2	1.2	-10	-1	-5	-17	-22	0
16	Cc1ccc(NC(=O)/C(=C\c2ccccc2)NC(=O)c2ccco2)cc1	-5	10	4.3	2	-4	-1	9	-3	-14
17	COc1ccc(OC)c(S(=O)(=O)N2CCC(C(=O)Nc3cccc(C)c3C)CC2)c1	6	6	1.9	-10	-1	-6	-8	0	-7
18	CCN(CC)CCCn1c2c(c(SCC(=O)Nc3ccc(OC(F)(F)F)cc3)nc1=O)CCC2	-16	2	-0.1	17	-8	5	1	2	-12
19	CC(=O)Nc1nonc1NC(=O)c1ccc(C(C)(C)C)cc1	4	1	0.6	-1	-4	-8	-5	0	-19
20	Cc1nn(C)cc1/C=N/NC(=O)c1ccc2c(c1)OCO2	1	0	0.1	-9	-2	-4	10	-4	0
21	COc1ccc(CN2C(=O)C(CC(=O)NC(c3ccccc3)c3ccccc3)CC(C(=O)N(C(C)C)C(C)C)=C2C)cc1 (stereo not given)	-1	1	0.0	-13	-4	nt	-6	-12	nt
22	CCc1noc(C)c1C(=O)N(C)CC(=O)Nc1ccccc1Br	7	0	1.2	-11	-4	5	-2	-6	0
23	Cc1cccc(NC(=S)N(CCN2CCOCC2)Cc2ccccc2F)c1	3	2	0.1	-1	-4	-14	-1	3	-35
24	O=C(CSc1nncn1-c1ccccc1)Nc1ccccc1F	10	1	0.9	-18	-3	-11	-2	-22	-4
25	COc1ccc(-n2nc(C(=O)N3CCC(C#N)CC3)c3c4ccccc4n(C)c3c2=O)cc1	8	3	0.0	-17	0	-6	-6	0	-4
26	CC(C)N=c1scc(-c2ccco2)n1/N=C/c1ccc(O)c(O)c1	-6	2	0.5	10	0	-8	12	-1	20
27	CCc1ccc(OCCCC(=O)Nc2nccs2)cc1	1	2	0.7	-5	-8	-5	-5	4	-14
28	Cc1ccc(S(=O)(=O)N2CCN(C)CC2)cc1	14	1	0.4	-17	-3	-12	4	0	-8
29	CCc1c(O)nc(SCC(=O)Nc2ccccc2OC)[nH]c1=O	7	1	0.3	-8	-4	0	1	-9	-11
30	O=C(O)C/C(=C\c1ccc(N2CCOCC2)c([N+](=O)[O-])c1)c1nc2ccccc2s1	2	2	0.5	-5	-2	-4	3	-11	6
31	CCN(c1ccc(NS(=O)(=O)c2cc(Cl)ccc2Cl)cc1)C(C)C	-26	-2	-0.1	76*	-13	-9	21	-13	-42
32	COC(=O)c1ccc(NC(=O)CN2C(=O)c3ccccc3S2(=O)=O)cc1	6	2	0.5	-7	1	-3	-18	6	-19
33	CCc1ccc(CNCc2cccnc2)cc1	2	1	0.3	-2	3	-2	1	-5	-5
34	CCc1ccc(-n2nc3ccc(NC(=O)c4ccc5c(c4)OCO5)cc3n2)cc1	9	1	1.8	-2	-5	-5	5	-4	-16
35	O=C(CC1CCCC1)N1CCN(S(=O)(=O)c2c(F)cccc2F)CC1	-1	1	0.4	-1	-7	nt	-7	-9	nt
36	CCC(CC)C(=O)Nc1nnc(S(=O)(=O)Nc2ccccc2C)s1	5	1	1.6	-10	-1	-2	5	-16	-17
37	CCCn1c(-c2cccs2)nc2nc3ccccc3nc21	3	8	1.9	2	-4	-5	10	0	-25
38	COc1cc(Cl)ccc1OCc1cc(C(=O)N(C)C2CCOC2)no1 (stereo not given)	6	5	1.9	-7	-2	-3	-3	-16	-9
39	CCOC(=O)C1=C(C)N(CCCC(=O)O)C(=O)NC1c1ccc2ccccc2c1 (stereo not given)	7	1	1.6	-4	-4	-2	-5	-17	1
40	CCCOC(=O)c1ccc(NC(=O)CC(C)(C)C)cc1	10	2	1.0	-8	-5	-3	4	5	-18
41	Cn1cc(C(=O)N2CCN(c3ccccn3)CC2)c(=O)c2cc(S(=O)(=O)N3CCOCC3)ccc21	7	1	0.1	-8	-4	0	-7	6	4
42	CCOc1ccc(C(C(=O)NCC2CCCO2)N(C(=O)c2snc(C(N)=O)c2N)c2ccc3c(c2)OCCO3)cc1 (stereo not given)	-3	14	4.5	-3	-1	-9	3	-7	-27
43	Cc1ccc(NC(=O)CSC2=C(C#N)C(c3ccco3)C3=C(CCCC3=O)N2)cc1 (stereo not given)	3	4	0.7	-3	2	-15	7	12	1
44	CCCS(=O)(=O)N1CCCC(C(=O)NCCN(CC)CC)C1 (stereo not given)	6	0	0.4	-11	-6	-6	7	11	-2
45	CC(C)C(=O)N1CCC1(C)C(=O)Nc1nc2ccccc2[nH]1 (stereo not given)	8	2	0.3	-15	-5	nt	-3	-9	nt
46	COc1cc(NC(=O)CSc2nc3ncnc(N)c3[nH]2)c(C(=O)O)cc1OC	3	1	-0.1	7	-2	2	2	3	14
47	CC/C(CC(=O)C(F)(F)F)=N\NC(=O)/C(C#N)=C/N(C)C	9	1	0.4	-5	-2	1	-6	-13	-7
48	Cc1ccc(C(=O)NCCNC(=O)c2ccc(F)cc2)cn1	12	3	0.7	-14	-2	5	-1	1	-14
49	c1ccc(Sc2nc(N3CCCCC3)nc(N3CCCCC3)n2)nc1	-8	-3	0.4	3	-7	-7	-6	-8	12
50	COC(=O)N/N=C(\C)c1ccccc1OC(F)F	8	1	0.3	-9	-3	-16	5	-5	-9

# Next section.
cpd	Molecule	CHRM1 PAM	CHRM4 agonist	CHO-K1 Ca ag	M1 antag	M1 ag	OXTR potentiate	CHRM4 antagonist	CHO-K1 Ca antag	CHO parental Ca
51	O=C(NC1CCCc2ccccc21)C1CCN(c2c3c(nc4ncnn24)CCC3)CC1 (stereo not given)	7	0	-0.3	-3	-4	5	-7	2	-19
52	O=C(CCN1C(=O)C2C3C=CC(C3)C2C1=O)NCC1CCCO1 (stereo not given)	-12	0	0.2	-7	0	-8	4	-7	8
53	C/C(CC1CC(C)(C)OC1=O)=N/Nc1nc(-c2ccccc2)cs1 (stereo not given)	3	0	0.2	-11	-10	-4	6	-1	-14
54	O=C(Nc1ccccc1)c1snc2c(=O)[nH]cnc12	-5	4	0.5	7	-7	-4	11	8	-16
55	CC(C)(C)NC(=O)NC(=O)COC(=O)Cc1coc2ccc3ccccc3c12	-7	8	6.6	6	-8	-7	6	-3	-23
56	CCOC(=O)c1ccccc1NC(=O)CN1CCC(n2nnc3cc(F)ccc32)CC1	9	0	-0.3	-15	-3	nt	2	-5	nt
57	CCC(=NC1CC(C)(C)NC(C)(C)C1)C1=C(O)CC(C)(C)CC1=O	-6	1	0.3	1	-3	-8	-8	-9	-4
58	CCCN(C(=O)Cc1nc(N)n[nH]1)C1(C(=O)Nc2c(C)cccc2C)CCCCC1	9	0	-0.4	-3	-2	-1	6	3	-12
59	COc1ccc(NC(=O)N2C3CCCC2CC(NC(=O)c2ccccc2)C3)cc1 (stereo not given)	7	1	1.1	-8	-8	-7	3	-16	-10
60	CC(C)S(=O)(=O)c1nsc2nc(=O)c(/C=C3\C=Nc4ccccc43)c(N)n12	10	1	0.7	-5	-8	-2	-4	-5	-8
61	O=C(O)c1ccccc1C(=O)OCCCCOC(=O)c1ccccc1C(=O)O	5	0	0.2	-6	-3	-8	1	-3	3
62	CCN(C(=O)COC(=O)c1ccc2c(=O)n3c(nc2c1)CCC3)C1CCS(=O)(=O)C1 (stereo not given)	7	1	0.9	-1	-1	-14	-3	1	2
63	Cc1csc2nc(O)c(C(=O)NC3CCCCC3)c(=O)n12	1	0	0.3	-6	-2	4	-10	10	-27
64	COc1ccccc1-n1c(SCC(N)=O)nc2c(c1=O)SCC2	0	0	0.2	1	-5	-3	-4	-10	-8
65	Cc1cc(C)cc(N(C(=O)c2cc3ccccc3oc2=O)C2C=CS(=O)(=O)C2)c1 (stereo not given)	3	1	0.4	-6	-4	-5	9	-4	-14
66	COC(=O)Oc1ccc(/C=N/NC(=O)CSCc2ccc(Cl)cc2)cc1OC	-1	7	5.0	2	-7	-16	-5	1	-9
67	COc1ccc(Nc2nc(C(C)(C)C)nc3c2nnn3Cc2ccccc2Cl)cc1OC	7	1	0.1	-10	-1	-20	-7	-16	-28
68	C=CCNC(=O)CCCOc1cccc(C)c1	2	2	0.3	-18	0	0	-7	-33	-4
69	CC1(C(=O)NCC2CC2)Cc2c(-c3cccc(C(N)=O)c3)ccnc2O1 (stereo not given)	11	2	0.2	-14	0	nt	2	-11	nt
70	Cc1ccc(NC(=O)CCCCCCCCCCC2COCCO2)c(C)c1 (stereo not given)	3	0	0.6	-4	-5	0	4	-7	-12
71	COc1ccc(NC(=O)c2nc3ccccc3s2)cc1	12	1	-0.3	-7	-8	-10	-6	7	-6
72	COC(=O)C=C1CCC2C3CCC4=CC(=O)C(Br)CC4(C)C3C(=O)CC12C (stereo not given)	10	1	0.3	-22	-8	nt	0	-15	nt

# Screens as filed in PubChem BioAssay.
